Myeloid diff MLP – myeloid differentiation induction | ER-HoxA9 myeloid progenitors, lysozyme-GFP differentiation, flow cytometry | calls only at 10 µM | 360,000 tested, 1% active;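 active = normalized GFP-positive differentiation at or above the plate's own cutoff, the solvent-only control mean plus 3 SD; inconclusive = no clear call, values can overlap the other calls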;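 also: cells exposed to compound for four days before flow analysis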
SV40 large T antigen – TAg ATPase/helicase activity blockers – biochemical (AID 1903) | 310,000 tested, 0.39% active | inhibition, % at 20 µM, or IC50 in µM where a hit was titrated | SV40 large T antigen ATPase/helicase inhibition assay; higher % means a stronger effect; in the data active = a potency from the dose series; inconclusive = inhibition mostly from about 32% at the one dose, without a potency; inactive = the rest, 99 in 100 with inhibition below about 32%; also: strong numbers were not always called active
T cell modulator – modulates CD8 T cell binding to vesicles. calls only at 7 µM. 330,000 tested, 0.068% active. AID 2052. 2C CD8+ T cell-vesicle binding, flow cytometry; hits give low values;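 active = response, share of CD8 T cells binding vesicles, and their 90th percentile fluorescence all below set limits, cut at about 80% in these data, passing the limit was not always enough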
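incubation = binding step 1.5 h, 37 °C, antibody labelling 20 min, ice | test system = 2C mouse CD8+ T cells | read-out basis = percent CD8+ FL2 mean versus row control | controls = Peptide-free naked vesicles (low) and QL9 vesicles with 0.7% DMSO vehicle (high) | detection = flow cytometry of vesicle-bound cells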
Salmonella PhoP GFP – PhoP-dependent GFP reporter repression – Salmonella Typhimurium, primary screen (AID 1863); one-dose inhibition, % at 50 µM; IC50 in µM for titrated hits; S. Typhimurium PhoP-regulated promoter GFP reporter, 4 h; higher % means a stronger effect; 300,000 tested, 0.16% active;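 active = inhibition over 29.93%, a cutoff 3 SD above the screen mean, later confirmed by dose response; inconclusive = inhibition over 29.93% but no dose response follow-up; inactive = inhibition at most 29.93% or unconfirmed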;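 also: 0% = low Mg2+ inducing control and 100% = high Mg2+ repressing control; strong numbers were not always called active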
Rac1 GTP hydrolysis – MgcRacGAP GTPase-activating activity inhibitors, confirmation, biochemical, ADP Hunter fluorescence. MgcRacGAP-stimulated Rac1 GTP hydrolysis, ADP Hunter fluorescence; higher % means a stronger effect; GST-tagged Rac1 F28L mutant substrate. one-dose inhibition, % at 30 µM; IC50 in µM for titrated hits. 340,000 tested, 0.6% active;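 active = first-screen hits whose inhibition reached a set limit at any dose in the follow-up dose series; inconclusive = inhibition above the set first-screen limit but never retested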;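 also: fluorescence reports GDP produced by GAP-driven GTP hydrolysis; strong numbers were not always called active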
West Nile antiviral – inhibition of WNV-induced cytopathic effect – cell-based, CPE readout (AID 1621) | West Nile virus-infected cells, CPE inhibition; higher % means a stronger effect | CPE inhibition, % at 10 µM; hits with a dose series show IC50 in µM | 290,000 tested, 0.02% active; in the data active = a potency from the dose series; inconclusive = CPE inhibition mostly from about 3.7% at the one dose, without a potency; inactive = the rest, 99 in 100 with CPE inhibition below about 2.2%; also: strong numbers were not always called active
RSV CPE inhibition – RSV antiviral activity via CPE protection, HEp-2 cells, primary 10 µM value included (AID 2391); HEp-2 cells, RSV-induced CPE inhibition; higher % means a stronger effect; CPE inhibition, % at 10 µM; hits with a dose series show IC50 in µM; 310,000 tested, 0.13% active; in the data active = a potency from the dose series; inconclusive = CPE inhibition mostly from about 23% at the one dose, without a potency; inactive = the rest, 99 in 100 with CPE inhibition below about 21%; also: strong numbers were not always called active
b-catenin transl – beta-catenin nuclear translocation modulation; HeLa beta-catenin nuclear translocation, immunofluorescence imaging; nuclear translocation activity, % at 5 µM; 190,000 tested, 0.3% active; AID 1665;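 active = nuclear translocation activity above 50% at 5 µM, with a well cell count of 50 or more; inconclusive = wells under 50 cells across six images, flagged as toxic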;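 also: per-cell ratio of nuclear to cytoplasmic median beta-catenin stain intensity; plate controls were DMSO negative control for no effect and GSK-3 inhibitor IX positive control for full effect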
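Test system: human HeLa cells, endogenous beta-catenin. Times: 24 h compound exposure, 37°C. Measured by: beta-catenin immunofluorescence imaging with DAPI.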
WT yeast gro inh – growth inhibition of WT yeast, mitochondrial fusion screen; mitochondrial fusion phenotypic screen, WT strain; inhibition, % at 10 µM; 190,000 tested, 2.1% active; in the data active = inhibition above about 58%; tested in S. cerevisiae
WT yeast gro inh mutant strain – also measured in WT yeast gro inh; calls as there; inhibition, %; mitochondrial fusion phenotypic screen, mutant strain inhibition
b-catenin transl cell count 5 µM – also measured in b-catenin transl; calls as there; cell count; measured here: cell count, cytotoxicity flag
T cell modulator vesicle-bound % – further read-out of T cell modulator, marked with its call; double positive events, %; measured here: CD8+ vesicle-bound cell fraction;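 binding gate set so that unloaded-vesicle control wells show 10% double positive cells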
Myeloid diff MLP GFP+ MAC1+ % – recorded beside Myeloid diff MLP, whose call it bears; GFP+ MAC1+ double positive, %; measured here: differentiation confirmed by MAC1 staining
Numbers without * were called inactive; i = inactive; ? = inconclusive; nt = not tested or not shown; + = active, no number.

SMILES | Myeloid diff MLP | Myeloid diff MLP GFP+ MAC1+ % | SV40 large T antigen | T cell modulator | T cell modulator vesicle-bound % | Salmonella PhoP GFP | Rac1 GTP hydrolysis | West Nile antiviral | RSV CPE inhibition | b-catenin transl | b-catenin transl cell count 5 µM | WT yeast gro inh | WT yeast gro inh mutant strain
CCOC(=O)c1sc2nc3c(SCCC(=O)O)cc(C(=O)c4cc(OC)ccc4O)cn3c(=O)c2c1C | + | 3.6* | 1% | nt | nt | 6% | 4% | ? | nt | 5.8 | 953 | 2 | 3
C=CCn1cnc2c(oc3ccccc32)c1=O | i | 0.5 | 6% | i | 27 | 6% | 7% | -0.7% | 4.3% | nt | nt | nt | nt
CC(C)c1ccc(CNc2ccc(N3CCOCC3)cc2)cc1 | i | 0.6 | 9% | i | 61 | -3% | 12µM* | -0.9% | 1.9% | 0.3 | 1170 | 31 | 31
CC1CCN(S(=O)(=O)c2ccc(NC(=O)Cc3ccccc3)cc2)CC1 | i | 10 | -1% | i | 14 | -6% | 0% | -0.7% | ? | -8.7 | 1145 | 15 | -13
COc1ccc(Nc2ncc3c(n2)CC(c2ccc(C)cc2)CC3=O)cc1 (centres undefined) | i | 2.3 | -1% | i | 43 | 3% | 2% | -1.4% | 1.4% | -0.9 | 1369 | 9 | -14
CC(C)(C)NCc1ccccc1OCc1cccs1 | i | 9.8 | 8% | i | 31 | -1% | -3% | 0.0% | 0.0% | -3.1 | 910 | -4 | -9
CCN1CCN(CCCNC(=O)CN2C(=O)c3cccnc3Oc3ccc(Cl)cc32)CC1 | i | 3.3 | 22% | i | 26 | 7% | 9% | -0.3% | -0.3% | nt | nt | nt | nt
CCCOc1ccc(C2C(C(=O)c3cc4ccccc4o3)=C(O)C(=O)N2c2cc(C)on2)cc1OC (centres undefined) | i | 4.4 | 8% | i | 10 | -5% | 16% | 0.0% | 14% | nt | nt | nt | nt
CC(=O)c1cccc(NC(=O)Nc2cccs2)c1 | i | 1.2 | 7% | i | 56 | 36% | 0% | -0.1% | 1.6% | 0.5 | 1228 | 7 | 5
COc1ccccc1NC(=O)/C(=C/c1cccs1)NC(=O)c1ccco1 | i | 0.4 | 16% | i | 11 | -10% | nt | -0.1% | 1.8% | -1.0 | 1265 | nt | nt
Cc1cccc(CN2CCN(Cc3cccc4nonc34)CC2CCO)n1 (centres undefined) | i | 0.0 | 13% | i | 42 | -7% | 2% | -0.2% | -0.1% | 0.1 | 957 | -1 | -7
c1ccc(SCCOCCn2cncn2)cc1 | i | 0.6 | 0% | i | 56 | -2% | 18% | 0.4% | 0.8% | 0.8 | 1003 | 16 | 2
C=CCN(c1ccc(Br)cc1C(=O)OC)S(C)(=O)=O | i | 1.2 | nt | i | 32 | nt | 4% | nt | 0.5% | nt | nt | nt | nt
Cc1ccc(C(=O)NC2c3ccccc3-c3ccccc32)cc1 | ? | nt | -2% | i | 42 | -10% | -1% | -0.6% | -0.9% | 106* | 304* | -11 | -10
COc1ccc(/C=C/C(=O)Nc2sc(Cc3ccccc3)c(C)c2C(N)=O)cc1 | i | 1.1 | 7% | i | 46 | -10% | -7% | 0.3% | 0.5% | -2.4 | 992 | -4 | 5

The closing two entries of the section before lead into the next:
SMILES | Myeloid diff MLP | Myeloid diff MLP GFP+ MAC1+ % | SV40 large T antigen | T cell modulator | T cell modulator vesicle-bound % | Salmonella PhoP GFP | Rac1 GTP hydrolysis | West Nile antiviral | RSV CPE inhibition | b-catenin transl | b-catenin transl cell count 5 µM | WT yeast gro inh | WT yeast gro inh mutant strain
Cc1ccc(C(=O)NC2c3ccccc3-c3ccccc32)cc1 | ? | nt | -2% | i | 42 | -10% | -1% | -0.6% | -0.9% | 106* | 304* | -11 | -10
COc1ccc(/C=C/C(=O)Nc2sc(Cc3ccccc3)c(C)c2C(N)=O)cc1 | i | 1.1 | 7% | i | 46 | -10% | -7% | 0.3% | 0.5% | -2.4 | 992 | -4 | 5
Cc1nn(CCOc2ccc(Br)cc2)c(C)c1[N+](=O)[O-] | i | 0.4 | 10% | i | 62 | -2% | 7% | -0.8% | 4.8% | -1.6 | 1046 | 3 | -3
CN(C)CCCN(C(=O)c1cc(Cl)sc1Cl)c1nc2cc3c(cc2s1)OCO3 | i | 1.6 | -2% | i | 56 | 4% | 7% | 0.1% | 0.8% | nt | nt | nt | nt
O=C1CC(c2ccc(F)c(Br)c2)C2=C(CCCC2=O)N1 (centres undefined) | i | 0.4 | 6% | i | 44 | 10% | 9% | 1.6% | 0.3% | -1.2 | 1074 | -4 | -3
CCN(CC)Cc1c(C(=O)N/N=C/c2cccc(OCc3ccc(F)cc3)c2)nnn1-c1nonc1N | i | 0.5 | 12% | i | 16 | 4% | 16% | 0.5% | 0.6% | nt | nt | nt | nt
O=C(NC(=S)Nc1ccc2nc[nH]c2c1)c1ccccc1 | i | 1.2 | 18% | i | 18 | 0% | 6% | -0.3% | 5.3% | nt | nt | nt | nt
COc1cccc(NC(=O)Nc2nnc(Cc3ccc(OC)c(OC)c3)s2)c1 | i | 0.7 | 1% | i | 19 | 7% | 9% | -0.5% | 1.8% | nt | nt | nt | nt
O=C(O)c1cccc2c1C(=O)c1ccc(-c3ccc(F)cc3OCc3ccccc3)cc1S2(=O)=O | i | 1.1 | nt | i | 18 | nt | 1% | nt | -0.1% | nt | nt | nt | nt
COc1ccc(C2(C(=O)NCC3CCCO3)CCOCC2)cc1 (centres undefined) | i | 0.6 | 8% | i | 45 | 1% | 2% | 0.2% | 0.8% | 4.2 | 1070 | 9 | 12
COc1ccc(NC(=O)CN(C)S(=O)(=O)c2ccc3c(c2)CC(C)N3C(C)=O)cc1OC (centres undefined) | i | 0.9 | 6% | i | 62 | -12% | -2% | 0.6% | -0.1% | nt | nt | nt | nt
Cc1c(-c2ccc(Br)cc2)[n+](=O)c2c(n1[O-])CCCC2 | i | 0.4 | 1% | i | 21 | -1% | -7% | 0.8% | 1.0% | -2.3 | 1057 | 2 | 6
O=c1o[nH]c(-c2ccccc2)c1-c1ccccc1 | i | 0.3 | 29% | i | 21 | nt | nt | nt | 2.3% | nt | nt | nt | nt
CC1CCCN(C(=O)c2ccc3c(=O)n(Cc4ccc5c(c4)OCO5)c(=S)[nH]c3c2)C1 (centres undefined) | i | 2.8 | -6% | i | 48 | -10% | -8% | -1.5% | ? | -2.4 | 993 | -25 | -9
O=C(CC(C(=O)O)C1CCCO1)NCc1ccccc1 (centres undefined) | i | 0.3 | 4% | i | 18 | 0% | 8% | 0.0% | 2.6% | -2.8 | 1196 | -9 | -3
COc1cccc(OCc2ccc(Cl)cc2)c1C#N | i | 0.0 | 14% | i | 34 | -12% | 12% | -0.6% | nt | 0.1 | 1281 | nt | nt
Cc1ccc(N(CC(=O)N/N=C/c2cccc(Br)c2)S(C)(=O)=O)cc1 | i | 0.6 | 9% | i | 43 | -10% | 12% | -0.6% | 0.4% | -0.1 | 489 | -9 | 16
CCN(CC(=O)NCc1ccc(F)cc1)C(=O)c1ccc2c(c1)OCO2 | i | 0.3 | nt | i | 33 | nt | 5% | nt | 1.0% | nt | nt | nt | nt
CNC(=O)/C=C1\NC(C)(C)Cc2ccccc21 | i | 0.3 | 14% | i | 13 | 5% | 9% | -0.1% | -0.8% | nt | nt | 1 | -5
CC(C)CNS(=O)(=O)c1ccc(S(=O)(=O)N2CCC(N3CCCCC3)CC2)cc1 | i | 0.5 | 5% | i | 34 | -3% | 4% | -0.6% | 0.9% | nt | nt | nt | nt
COCCN=c1scc(-c2cccs2)n1/N=C/c1ccc(O)c(O)c1O | i | 0.8 | 21% | i | 56 | 2% | -30% | -0.2% | 2.4% | 1.3 | 980 | 3 | 24
Cc1ccsc1/C=N/Nc1nc(=O)[nH]nc1C | i | 0.1 | 20% | i | 51 | 1% | 7% | -0.2% | 1.5% | 0.3 | 1052 | 70* | 61*
Cc1nc2ccccc2nc1OCc1ccc([N+](=O)[O-])cc1 | i | 0.2 | 18% | i | 67 | -1% | 5% | -1.0% | 1.9% | -1.5 | 970 | 10 | 8
C#CCOCCOCCOCCNc1nc(N2CCN(C(=O)CCCCCCCCCCNC(=O)[C@H]([C@@H](C)CC)n3cc(CCCCCN)nn3)CC2)nc(N2CCN(C(=O)CCCCCCCCCCNC(=O)[C@@H]([C@H](C)O)n3cc(C)nn3)CC2)n1 | ? | nt | 10% | i | 14 | 13% | 8% | nt | -4.4% | nt | nt | nt | nt
CCCCn1nnnc1NCc1ccc(OC)c(OC)c1OC | i | 6.1 | -1% | nt | nt | -5% | 0% | -0.6% | 0.2% | 1.9 | 1333 | 3 | 4
CN(C)c1ccc(/C=N/NC(=O)c2cccc(N3CCCC3=O)c2)cc1 | i | 0.3 | 1% | i | 53 | 3% | 11% | 0.1% | 1.1% | -0.5 | 1559 | -6 | 11
Cc1nnc(SCC(=O)NNC(=O)COc2ccc(Br)cc2)n1C | i | 0.2 | nt | i | 8 | nt | 6% | nt | 2.7% | nt | nt | nt | nt
O=C(CSc1nnnn1-c1ccccc1)N1CCN(C(=O)c2ccco2)CC1 | i | 1.5 | 3% | i | 37 | 0% | 5% | -0.3% | 0.6% | 1.7 | 1163 | 5 | 13
COc1ccccc1C(=O)Nc1ccc(S(=O)(=O)Nc2nccs2)cc1 | i | 0.3 | 8% | i | 20 | -1% | 7% | 0.4% | 1.0% | nt | nt | nt | nt
CCCNC(=O)c1cc2ccccc2c(=O)o1 | i | 0.6 | 5% | i | 36 | -1% | 7% | -0.2% | 0.6% | -2.2 | 556 | -8 | -16

Results in WT yeast gro inh, SV40 large T antigen and T cell modulator vesicle-bound %, for 4 of the compounds above:
canonical_smiles	WT yeast gro inh	SV40 large T antigen	T cell modulator vesicle-bound %
C#CCOCCOCCOCCNc1nc(N2CCN(C(=O)CCCCCCCCCCNC(=O)[C@H]([C@@H](C)CC)n3cc(CCCCCN)nn3)CC2)nc(N2CCN(C(=O)CCCCCCCCCCNC(=O)[C@@H]([C@H](C)O)n3cc(C)nn3)CC2)n1	nt	10%	14
CCCCn1nnnc1NCc1ccc(OC)c(OC)c1OC	3	-1%	nt
CN(C)c1ccc(/C=N/NC(=O)c2cccc(N3CCCC3=O)c2)cc1	-6	1%	53
Cc1nnc(SCC(=O)NNC(=O)COc2ccc(Br)cc2)n1C	nt	nt	8

Assay outcomes from PubChem BioAssay.
